# G9a block – qHTS Assay for Inhibitors of Histone Lysine Methyltransferase G9a; Histone-lysine N-methyltransferase EHMT2 (Homo sapiens), Q96KQ7; G9a H3K9 monomethylation, AlphaScreen, 2 h; Potency, µM (series often up to 102 µM), for the others: at the top dose activity, negative = inhibition, hits mostly inhibitors; hit rate 8.8% among 350,000; AID 504332, 2011; also: potency is read from the fitted curve at half-maximal effect; % is scaled to controls: 0 for no effect and ±100 for the full control effect; nearly all actives have a fitted effect of over 75% in size
#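 G9a (20 nM) was preincubated 15 min with compound, then reacted 2 h at room temperature with 500 nM biotin-H3K9 peptide and 20 µM SAM. Monomethyl-H3K9 detected by AlphaScreen using anti-H3K9me1 antibody.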
# HP1b binding inh – HTS for Inhibitors of HP1-beta Chromodomain Interactions with Methylated Histone Tails; Chromobox protein homolog 1 (Homo sapiens), P83916; AlphaScreen HP1-beta / biotin-H3K9me3 peptide binding; Potency, µM (doses to about 114 µM), without a hit: at the highest dose activity change, negative = inhibition, actives largely listed as inhibitors; hit rate 0.56% among 390,000; AID 540317, 2011; also: potency is read from the fitted curve at half-maximal effect; nearly all actives have a fitted effect of over 70% in size; inactives centre near 23
# Target sequence (P83916 whole entry, looked up): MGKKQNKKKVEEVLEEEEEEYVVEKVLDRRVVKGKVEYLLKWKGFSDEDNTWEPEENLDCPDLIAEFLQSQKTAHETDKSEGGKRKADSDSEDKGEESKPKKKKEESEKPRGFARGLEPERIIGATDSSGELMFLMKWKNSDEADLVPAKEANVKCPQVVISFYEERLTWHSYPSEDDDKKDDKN
#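 Compound inhibition of the preformed complex between 50 nM HP1-beta and 50 nM biotinylated H3K9me3 peptide was read by AlphaScreen. Buffer was PBS pH 7.4 with 0.01% Tween-20. Incubations ran 30 min at room temperature, with 10 ug/mL donor/acceptor beads.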
# Tb PGK inh – qHTS Assay to Find Inhibitors of Phosphoglycerate Kinase; Phosphoglycerate kinase, glycosomal (Trypanosoma brucei brucei), P07378; PGK/GAPDH coupled, Kinase-Glo luminescence, 60 min; Potency, µM (titrated, usually from 57.5 µM), for inactives: at the top dose activity change, negative = inhibition, actives largely listed as inhibitors; hit rate 0.043% among 380,000; AID 602233, 2012; also: potency is read from the fitted curve at half-maximal effect; % is scaled to controls: 0 for no effect and ±100 for the full control effect; nearly all actives have a fitted effect of over 60% in size
#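 Luminescent ATP detection (Kinase-Glo Plus) follows a 60-minute room-temperature incubation, with wells lacking PGK as controls. Buffer: 100 mM TEA (pH 7.6), 5 mM MgCl2, 0.01% Tween-20. Coupling enzyme GAPDH (100 nM final) supplies unstable 1,3-BPG in-well.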
# PI4K2A inh – qHTS for small molecular inhibitors of PI4K2A. AID 1346378, 2018. activity change, negative = inhibition, % at 76.9 µM. hit rate 0.13% among 420,000. purified PI4K2A, ADP-Glo luminescence, 1 h; active compounds read low; in the data active = activity change below about -50%; inconclusive = mostly about -30% to -49%;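 also: -100% = wells without enzyme as full effect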
#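 Compounds are screened against recombinant PI4K2A using PI as substrate and ATP, the latter dispensed at 300 microM. Reactions run one hour at ambient temperature before ADP-Glo detection; full inhibition defined by wells lacking enzyme.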
# Pin1 inh – qHTS Assay to Find Inhibitors of Pin1; hit rate 0.009% among 390,000; Potency, µM (series often up to 115 µM), inactives show at the top dose activity, negative = inhibition, hits mostly inhibitors; Peptidyl-prolyl cis-trans isomerase NIMA-interacting 1 (Homo sapiens), Q13526; Pin1 FP peptide displacement, HiFluor488, 10 min; active = well fitted inhibition curve with a large enough effect in the polarisation, with a control signal flat, not every such curve was filed as active; inconclusive = small, poorly fitted or top-dose-only effect, or effect the other way, or a change in a side signal; inactive = no such curve, though single readings can be large or run the other way; the % refers to the polarisation; also: potency is read from the fitted curve at half-maximal effect; % is scaled to controls: 0 for no effect and ±100 for the full control effect
# Target sequence (Q13526 whole entry, looked up): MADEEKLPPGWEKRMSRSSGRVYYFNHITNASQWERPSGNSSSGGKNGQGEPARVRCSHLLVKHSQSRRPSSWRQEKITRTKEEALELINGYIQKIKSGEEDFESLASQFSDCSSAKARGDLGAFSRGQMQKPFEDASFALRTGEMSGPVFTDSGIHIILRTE
# JMJD2A Tudor – qHTS Assay for Inhibitors of JMJD2A-Tudor Domain. AID 504339, 2011. hit rate 4.4% among 390,000. AlphaScreen JMJD2A-Tudor / H3K4me3 peptide binding. Lysine-specific demethylase 4A (Homo sapiens), O75164. Potency, µM (top dose mostly 114 µM), inactives show at the highest dose activity change, negative = inhibition, actives largely listed as inhibitors; also: potency is read from the fitted curve at half-maximal effect; % is scaled to controls: 0 for no effect and ±100 for the full control effect; nearly all actives have a fitted effect of over 50% in size
# GLS inhibitor – qHTS for Inhibitors of Glutaminase (GLS). Glutaminase kidney isoform, mitochondrial (Homo sapiens), O94925. GLS enzymatic activity, qHTS titration. Potency, µM (series often up to 45.5 µM), for the others: top-dose activity change, negative = inhibition, actives largely listed as inhibitors. hit rate 0.21% among 410,000. AID 624170, 2012; also: potency is read from the fitted curve at half-maximal effect; % is scaled to controls: 0 for no effect and ±100 for the full control effect
# Target sequence (O94925 whole entry, looked up, canonical isoform): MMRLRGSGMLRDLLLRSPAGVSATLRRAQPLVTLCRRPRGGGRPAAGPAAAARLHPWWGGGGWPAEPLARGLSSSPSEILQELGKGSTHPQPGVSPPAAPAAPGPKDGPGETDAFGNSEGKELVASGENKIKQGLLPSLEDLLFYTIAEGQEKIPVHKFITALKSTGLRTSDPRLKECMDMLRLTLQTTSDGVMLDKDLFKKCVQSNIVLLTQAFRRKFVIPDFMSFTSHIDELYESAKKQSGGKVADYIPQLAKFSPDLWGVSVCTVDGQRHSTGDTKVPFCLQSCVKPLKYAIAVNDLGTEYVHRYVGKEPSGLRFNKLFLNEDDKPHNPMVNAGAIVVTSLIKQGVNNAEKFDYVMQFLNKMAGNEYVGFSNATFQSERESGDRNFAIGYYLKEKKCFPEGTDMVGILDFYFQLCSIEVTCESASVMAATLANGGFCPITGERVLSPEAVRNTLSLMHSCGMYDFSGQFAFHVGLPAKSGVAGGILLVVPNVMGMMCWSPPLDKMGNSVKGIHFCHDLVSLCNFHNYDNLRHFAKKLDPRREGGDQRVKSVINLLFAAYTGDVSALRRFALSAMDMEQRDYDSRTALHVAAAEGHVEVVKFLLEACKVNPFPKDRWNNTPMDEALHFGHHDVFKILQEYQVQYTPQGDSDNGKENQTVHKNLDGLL
#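 Read-out is an Amplex red fluorescence increase coupled through glutamate oxidase and HRP, measured before and after 30 min room-temperature incubation. hKGA is in 45 mM KH2PO4 (pH 8.2) with 0.02% Tween-20; glutamine added as 1mM solution.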
# ERG-DNA inh – qHTS for Small Molecule Inhibitors of the ERG Ets/DNA interaction; Transcriptional regulator ERG (Homo sapiens), P11308; fluorescence polarization, His-ERG Ets domain / labelled DNA; Potency, µM (series often up to 76.9 µM), inactives show top-dose FP activity, negative = inhibition, usual class: inhibitors; hit rate 0.028% among 370,000; AID 624246, 2012; active = well fitted inhibition curve with a large enough effect in the polarisation, with a control signal flat; inconclusive = small, poorly fitted or top-dose-only effect, or effect the other way, or a change in a side signal; inactive = no such curve, though single readings can be large or run the other way; the % refers to the polarisation;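 also: polarization taken with two DNA probes labelled with fluorescein and Texas red; potency is read from the fitted curve at half-maximal effect; % of control where 0% means no effect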
#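 His-tagged ERG Ets domain (1 uM in the protein solution; 300mM KCl, 50mM Tris-HCl, 1mM EDTA, 1mM DTT, pH 7.5) received compound, then a probe mix of 5 nM fluorescein-DNA and 100nM Texas-615-DNA. Fluorescence polarization was read for both dyes.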
# BAZ2B inh – qHTS Assay for Inhibitors of BAZ2B | hit rate 4.4% among 360,000 | Bromodomain adjacent to zinc finger domain protein 2B (Homo sapiens), Q9UIF8 | AlphaScreen BAZ2B-H3K14Ac peptide displacement | AID 504333, 2011 | Potency, µM (titrated, usually from 114 µM), for inactives: at the highest dose activity change, negative = inhibition, most hits filed as inhibitors; also: potency is read from the fitted curve at half-maximal effect; % is scaled to controls: 0 for no effect and ±100 for the full control effect; nearly all actives have a fitted effect of over 60% in size
#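 Multi-concentration screen (max 110 uM) measuring displacement of acetylated histone H3 peptide from BAZ2B by AlphaScreen, using 50 nM protein, 50 nM peptide and 10 ug/mL streptavidin donor plus Ni-chelate acceptor beads.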
# The depositor's hits bear a star; i = inactive; ? = inconclusive; / = not tested or not shown; & = joins results of further samples; [ ] = another dose, or the depositor's remark. Unless noted, calls follow the shape of the dose curve; as a rule, active = well fitted curve in the direction sought with a large enough effect; inconclusive = small, poorly fitted or top-dose-only effect, or another doubt; inactive = no such curve, though single readings can be large; an effect the other way counts as inactive or inconclusive.
SMILES,G9a block,HP1b binding inh,Tb PGK inh,PI4K2A inh,Pin1 inh,JMJD2A Tudor,GLS inhibitor,ERG-DNA inh,BAZ2B inh
C/C(=C\C(=O)c1ccc(Br)cc1)Nc1cccc(Cl)c1,/,111%,5%,5,1%,16%,-5%,-4%,/
Cc1cnc(C(=O)OCC(=O)c2ccc[nH]2)cn1,-36%,35%,-2%,-2,9%,-18%,34%[activator],-3%,?
CC(C(=O)NCC1CCCO1)N1C(=O)C2C3CC(C(Br)C3Br)C2C1=O (stereo not drawn),-2%,12%,i,-8,0%,-9%,7%,-5%,4%
CCc1ccc(NC(=O)c2cc(-c3ccc4c(c3)OCO4)on2)cc1,-8%,-2%,0%,2,0%,0%,1%,-2%,4%
CCN(CC)CCn1c2ccccc2c2nc3ccccc3nc21,/,51%[activator],-6%,0,-1%,14%,7%,-5%,-2%
CNc1cc(NS(=O)(=O)c2ccc(N)cc2)nc(NC)n1,11%[12.7 µM],19%,4%,0&-10,1%,89µM*,13%,-6%,50µM*
CCn1cc(C(C)(C)C)c(C#N)c1NC(C)=O,?,25%,i,-5,-1%,-17%,-3%,1%,2%
Cc1ccccc1-c1nnc(SCC(=O)NC2CCCC2)n1C,22%[2.33 µM],10%,-7%,7,1%,-18%,4%,20%,6%
COc1ccc(NC(=O)Nc2cccc3c2O[C@H](CN(C)S(=O)(=O)c2ccccc2)[C@@H](C)CN([C@H](C)CO)C3=O)cc1,/,37%,-8%,6,0%,-15%,-7%,2%,/
COc1ccc(-c2nc(S(=O)(=O)c3ccccc3)c(NCCCN3CCOCC3)o2)cc1,/,50%[activator],-4%,5,7%,-15%,-6%,8%,/
CCN1CCN(C(=O)c2ccccc2Nc2ccc(SC(F)F)cc2)CC1,50µM*,22%,4%,0,-3%,-24%,3%,4%,-28%
O=C(O)c1n[nH]c2ccccc12,?,-2%,i,8,0%,28µM*,-5%,6%,-27%
O=C1COc2ccc(S(=O)(=O)N3CCN(c4cccc(C(F)(F)F)c4)CC3)cc2N1,68%[activator],56%[activator],-2%,-2,2%,-8%,-11%,14%,-17%
Cc1ccc(NC(=O)c2ccco2)c(NC(=O)C2CCCO2)c1 (stereo not drawn),4%,27%,-2%,7,3%,9%,-8%,-2%,-7%
COC(=O)c1cccc(COC(=O)c2ccc(CS(=O)(=O)c3ccc(C)cc3)cc2)c1,-2%,21%,-2%,4,1%,1%,/,-3%,1%
CC(=O)OCC=C1CCC2C3CC(C)C4=CC(=O)CCC4(C)C3C(O)CC12C (stereo not drawn),/,30%[57 µM],i,-3,-14%,-12%,6%,16%,/
CCCCCC(=O)N1CCN(c2ccc(C(C)=O)cc2F)CC1,12%,39%[activator],7%,-1,1%,-4%,-1%,-3%,-4%
O=C(CCSc1nc(-c2ccco2)cc(C(F)(F)F)n1)N1CCN(c2ccccn2)CC1,?,29%,7%,-1,11%,-26%,5%,-1%,-13%
COc1ccc(-c2ccc(CCC(=O)O)n2NC(=O)c2ccc(O)cc2)cc1,7%,45%[activator],i,-1,-2%,-17%,20%,17%,-14%
COC(=O)c1ccc(CN2CCCC(C(=O)c3cc(F)ccc3OC)C2)cc1 (stereo not drawn),37%,27%,-7%,-8,2%,-4%,-2%,-2%,-22%
Cc1ccc(Cn2ccc(NC(=O)c3nn(C)cc3[N+](=O)[O-])n2)cc1,-6%[59 µM],30%,0%,-2,1%,-3%,-17%,-4%,10%
COc1cc(/C=N/NC(=O)c2ccc(NC(=O)C3CC3)cc2)ccc1OC(C)=O,11%,11%,-2%,6,-1%,-12%,4%,-3%,-2%
CCOc1ccc(NC(=O)CN(C)C(=O)CCCc2nc3ccccc3c(=O)[nH]2)cc1OCC,-27%[59 µM],7%,-3%,6,0%,-12%,0%,-2%,11%
CN1CCN(S(=O)(=O)c2ccc(Cl)c3ccccc23)CC1,?,13%,-1%,-2,-13%,-8%,16%,?,-28%
CCCCCCCCCOC(=O)C[n+]1csc(CCO)c1C,7%[59 µM],48%[activator],5%,13,-5%,-3%,11%,-6%,-1%
# Further records:
SMILES,G9a block,HP1b binding inh,Tb PGK inh,PI4K2A inh,Pin1 inh,JMJD2A Tudor,GLS inhibitor,ERG-DNA inh,BAZ2B inh
CC(=O)N1CCc2cc(CNS(=O)(=O)c3ccc(Cl)s3)ccc21,6%[59 µM],30%[57 µM],1%,-2,2%,-1%,8%,2%,0%
Cc1ccsc1C(=O)OCC(=O)c1cc(C)n(CC2CCCO2)c1C (stereo not drawn),-5%,?,-17%,-11,-5%,?,9%,-5%,-5%
CN(Cc1nccn1C)C(=O)c1ccc(OC2CCN(CCc3ccccc3)CC2)cc1,0%,30%,-4%,2,-2%,-21%,-7%,-14%,-19%
CC1=NN(C(=O)CCc2ccc3c(c2)OCO3)C(O)(C(F)(F)F)C1 (stereo not drawn),22%,44%[activator],3%,3,-15%,-4%,-4%,2%,-17%
O=C(CSc1nnc(NC(=O)c2c(F)cccc2F)s1)NCC1CCCO1 (stereo not drawn),20µM*,42%[activator],0%,3,0%,-1%,0%,-8%,11%
Cc1cc(/C=C(\C#N)C(=O)NCc2ccccc2)cc(C)c1O,-3%,19%,-4%,-1,0%,6%,6%,-1%,-12%
COc1ccccc1OCC(=O)NNC(=O)CCCC(=O)NNC(=O)COc1ccccc1OC,?,31%,2%,0,-2%,4%,7%,10%,-1%
O=C(Nc1cccc2ccccc12)c1ccc(OC(=S)N2CCOCC2)cc1,13%[59 µM],46%[activator],8%[11.5 µM],-5,18%,-14%,0%,/,2%
NN/C(=C\[N+](=O)[O-])Nc1ccccc1,20µM*,14%,0%,-1,6%,-31%,0%,2%,56µM*
C=CC[N+]1(CC#Cc2ccccc2)CCCC1,-33%,12%,-7%,-2,1%,-5%,-2%,-5%,-7%
COC(=O)C(Cc1ccccc1)NC(=O)CNC(=O)c1ccc(Br)o1 (stereo not drawn),19%[12.7 µM],14%,-2%,-3,-8%,-2%,5%,/,14%
CCN(Cc1ccccc1)C(=O)C1CCC(CNS(=O)(=O)c2ccc3c(c2)CCCC(=O)N3)CC1 (stereo not drawn),-32%[59 µM],24%,-12%,4,-7%,-16%,1%,9%,-19%
O=C(O)CCc1nc2cc(Cl)ccc2n(Cc2ccccc2)c1=O,50µM*,-2%,-1%,1,3%,-10%,1%,-13%,-17%
Cc1cccc(NC(=O)NCc2cccnc2)c1C,14%,48%[activator],4%,-2,-4%,-11%,5%,8%,0%
COc1ccc(NC(=S)N2CCC(c3nc4ccccc4[nH]3)CC2)c(OC)c1,-12%[59 µM],-4%,/,-1,-11%,-18%,38%[activator],/,3%
CCc1nc2ccccc2c(C(=O)O)c1C,-58%,13%,-3%,2,-1%,-18%,8%,-6%,-9%
CCN(CC)c1ccc(C(=O)NNC(=O)CNC(=O)c2cccs2)cc1,27%[12.7 µM],26%,-2%,0,0%,-9%,22%,-9%,11%

# Compounds listed so far containing a CF3 group, in the order listed:
SMILES,G9a block,HP1b binding inh,Tb PGK inh,PI4K2A inh,Pin1 inh,JMJD2A Tudor,GLS inhibitor,ERG-DNA inh,BAZ2B inh
O=C1COc2ccc(S(=O)(=O)N3CCN(c4cccc(C(F)(F)F)c4)CC3)cc2N1,68%[activator],56%[activator],-2%,-2,2%,-8%,-11%,14%,-17%
O=C(CCSc1nc(-c2ccco2)cc(C(F)(F)F)n1)N1CCN(c2ccccn2)CC1,?,29%,7%,-1,11%,-26%,5%,-1%,-13%
CC1=NN(C(=O)CCc2ccc3c(c2)OCO3)C(O)(C(F)(F)F)C1 (stereo not drawn),22%,44%[activator],3%,3,-15%,-4%,-4%,2%,-17%

# Part of the list above with just HP1b binding inh, JMJD2A Tudor and GLS inhibitor.
SMILES	HP1b binding inh	JMJD2A Tudor	GLS inhibitor
O=C(CSc1nnc(NC(=O)c2c(F)cccc2F)s1)NCC1CCCO1 (stereo not drawn)	42%[activator]	-1%	0%
Cc1cc(/C=C(\C#N)C(=O)NCc2ccccc2)cc(C)c1O	19%	6%	6%
COc1ccccc1OCC(=O)NNC(=O)CCCC(=O)NNC(=O)COc1ccccc1OC	31%	4%	7%
O=C(Nc1cccc2ccccc12)c1ccc(OC(=S)N2CCOCC2)cc1	46%[activator]	-14%	0%
NN/C(=C\[N+](=O)[O-])Nc1ccccc1	14%	-31%	0%
C=CC[N+]1(CC#Cc2ccccc2)CCCC1	12%	-5%	-2%

# Source: PubChem
